BCLXL inh: inhibitors of human Bcl-xL, primary screen, biochemical, fluorescence polarization, HTS; GST-Bcl-xL / FITC-Bim BH3 peptide fluorescence polarization; hit rate 0.7% among 320,000; inhibition, % at 10.9 µM; Bcl-2-like protein 1 (Homo sapiens), Q07817;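 active = inhibition above the mean of all tested compounds plus 3 SD, cutoff set per campaign, cut at about 30% in these data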;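 also: 0% = DMSO wells and 100% = unlabeled Bim-BH3 peptide competitor; inhibitors lower millipolarization by displacing the labeled peptide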
Target sequence (Q07817 whole entry, looked up): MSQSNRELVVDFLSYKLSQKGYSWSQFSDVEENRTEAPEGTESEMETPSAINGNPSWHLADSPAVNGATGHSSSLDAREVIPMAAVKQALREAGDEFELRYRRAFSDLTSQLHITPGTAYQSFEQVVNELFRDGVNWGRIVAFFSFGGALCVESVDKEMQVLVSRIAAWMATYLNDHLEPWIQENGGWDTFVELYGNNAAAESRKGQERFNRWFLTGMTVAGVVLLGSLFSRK
CIT2 TOR yeast: modulators of CIT2-GFP expression in yeast, primary screen, S. cerevisiae, GFP fusion, multiplex flow cytometry, MLPCN library | S. cerevisiae CIT2-GFP strain, 3 h; 100 means same as DMSO wells | hit rate 0.065% among 320,000 | GFP response vs DMSO, % at 10 µM | AID 2029, 2009;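 active = GFP response relative to DMSO above a set limit, near the screen mean plus 3 SD, cut at about 150% in these data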;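 also: ratio of well median GFP fluorescence to mean of DMSO wells on the plate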
MEX-5 binding: MEX-5 zinc finger RNA-binding disruptors – biochemical, C. elegans, fluorescence polarization, MLPCN library, primary screen. MEX-5/FITC-TCR2 RNA binding; stronger effect = lower value. activity score (negative = inhibition of binding), % at 10 µM. hit rate 0.38% among 300,000. AID 1832, 2009;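 active = inhibition past about -25% in most replicates, and total fluorescence under double the plate's negative control median, limit read from the data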;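 also: 0% = DMSO and -100% = 5 µM competing unlabeled TCR2 RNA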
GRK2 inh: compounds blocking aptamer binding on GRK2 – biochemical, human GRK2, bead flow cytometry, HTS, primary screen; Beta-adrenergic receptor kinase 1 (Homo sapiens), P25098; inhibition of aptamer binding, % at 10 µM; hit rate 0.59% among 330,000; FAM-aptamer displacement from GRK2;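 active = inhibition of aptamer binding above 40%, roughly 3 SD of noise, on plates passing a quality check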;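 also: median bead fluorescence of bound FAM aptamer so fluorescent compounds give negative values; no value below 0 was filed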
Target sequence (P25098 whole entry, looked up): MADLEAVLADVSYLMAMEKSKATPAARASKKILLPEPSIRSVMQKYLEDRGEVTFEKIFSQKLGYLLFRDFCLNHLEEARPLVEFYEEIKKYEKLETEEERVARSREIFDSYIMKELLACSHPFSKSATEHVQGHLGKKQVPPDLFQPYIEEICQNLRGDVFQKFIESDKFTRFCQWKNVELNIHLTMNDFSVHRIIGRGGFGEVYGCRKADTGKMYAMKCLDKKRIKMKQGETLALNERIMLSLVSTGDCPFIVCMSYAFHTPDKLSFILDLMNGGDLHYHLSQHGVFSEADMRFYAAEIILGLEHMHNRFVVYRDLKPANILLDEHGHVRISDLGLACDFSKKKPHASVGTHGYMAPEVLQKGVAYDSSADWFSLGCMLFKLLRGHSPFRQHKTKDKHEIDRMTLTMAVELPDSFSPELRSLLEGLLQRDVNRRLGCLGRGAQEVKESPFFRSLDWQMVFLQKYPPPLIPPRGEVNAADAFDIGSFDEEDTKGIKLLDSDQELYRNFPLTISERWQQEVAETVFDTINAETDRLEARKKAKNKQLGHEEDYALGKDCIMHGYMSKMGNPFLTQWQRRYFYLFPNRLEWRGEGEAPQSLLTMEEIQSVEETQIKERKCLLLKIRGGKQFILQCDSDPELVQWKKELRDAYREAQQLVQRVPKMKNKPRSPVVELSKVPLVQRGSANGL
MCL1-BIM inh: inhibitors of MCL1 binding to BIM-BH3, primary screen, biochemical, fluorescence polarization; GST-MCL1 / FITC-Bim-BH3 fluorescence polarization; Induced myeloid leukemia cell differentiation protein Mcl-1 (Homo sapiens), Q07820; hit rate 0.68% among 320,000; inhibition, % at 10.9 µM;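 active = inhibition above the mean inhibition of all tested compounds plus 3 SD, set per campaign, cut at about 40% in these data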;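 also: 0% = DMSO wells and 100% = unlabeled Bim-BH3 peptide control; higher means more loss of mP so more displacement of Bim peptide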
Yeast superoxide: reduction of superoxide in aged yeast, primary screen, HTS; S. cerevisiae aged cells, superoxide DHE fluorescence; stronger effect = lower value; superoxide response (% of plate mean), % at 10 µM; hit rate 0.18% among 330,000;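 active = superoxide response under a set limit, about three screen SD below normal, cut at about 65% in these data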;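 also: yeast aged for seven days with compound at 30 °C before DHE staining; 100% = average MFI of all compound-treated wells on the plate with controls excluded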
VLA-4 inh: inhibition in human VLA-4 binding assay, primary screen, VLA-4 allosteric modulator project, MLPCN library, flow cytometry, VLA-4 expressing cells; AID 2557, 2010; hit rate 0.2% among 330,000; inhibition, % (about 7 µM as worked out from the volumes in the protocol); Integrin alpha-4 (Homo sapiens), P13612; ligand binding flow cytometry; in the data active = inhibition above about 50%
GLD-1 TGE inh: GLD-1/TGE RNA complex disruptors, primary screen, biochemical, fluorescence polarization; AID 2280, 2010; inhibition, % at 5.96 µM; hit rate 0.44% among 320,000; purified GLD-1 + fluorescein TGE RNA;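 active = percent inhibition above a per-plate cutoff, the plate mean of test compounds plus 3 SD, cut at about 30% in these data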;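 also: 0% = DMSO wells with GLD-1 and probe and 100% = wells lacking GLD-1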
AGP1-GFP MLPCN: modulators of AGP1-GFP expression in yeast TOR pathway, primary screen, cell-based, multiplex flow cytometry, S. cerevisiae, MLPCN library; AID 2066, 2009; hit rate 0.02% among 320,000; GFP response vs DMSO, % at 10 µM; 3 h; GFP as percent of DMSO wells;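 active = GFP response relative to DMSO above a set limit, near screen average plus 3 SD, cut at about 150% in these data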;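 also: median GFP channel fluorescence of the gated AGP1 strain per well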
Numbers without * were called inactive; / = no result given.

no.	smiles	BCLXL inh	CIT2 TOR yeast	MEX-5 binding	GRK2 inh	MCL1-BIM inh	Yeast superoxide	VLA-4 inh	GLD-1 TGE inh	AGP1-GFP MLPCN
1	CCOc1ccc(-c2cc(CCCC(=O)Nc3cccc(OC)c3)no2)cc1	-1	103	2.4	0	9	107	3	6	88
2	CC(c1ccccc1)N1C(=O)c2ccc(C(=O)Nc3ccccc3C(=O)O)cc2C1=O (stereo not given)	1	94	5.4	0	-5	164	-2	-1	91
3	C=CCC1(CC=C)CCCN1C(=O)c1cc(COc2ccc(-n3cncn3)cc2)on1	6	81	0.1	0	2	91	14	2	100
4	O=C(O)CCC(=NNC(=O)c1cccc(S(=O)(=O)N2CCCCC2)c1)c1ccccc1	/	113	/	2	/	82	-10	-2	103
5	COc1ccc(CCNC(=O)Cn2c(-c3nonc3N)nc3ccccc32)cc1OC	-3	83	1.5	0	3	94	-7	-6	88
6	CC(C(=O)O)N(C(=O)c1ccccc1)c1ccc(F)cc1 (stereo not given)	7	99	-0.1	3	3	96	-5	0	98
7	Cc1cccc(N2CCN(C(=O)c3cc4ccccc4oc3=O)CC2)c1C	1	96	1.7	0	2	106	-4	2	103
8	COc1ccc2nc(C(F)(F)Cl)c(C#N)c(N)c2c1	4	100	-0.8	5	1	115	4	5	107

Reformatted: 2 of the compounds above.
[2] CC(c1ccccc1)N1C(=O)c2ccc(C(=O)Nc3ccccc3C(=O)O)cc2C1=O (stereo not given)
[3] C=CCC1(CC=C)CCCN1C(=O)c1cc(COc2ccc(-n3cncn3)cc2)on1

assay / entry | 2 | 3
BCLXL inh | 1 | 6
CIT2 TOR yeast | 94 | 81
MEX-5 binding | 5.4 | 0.1
GRK2 inh | 0 | 0
MCL1-BIM inh | -5 | 2
Yeast superoxide | 164 | 91
VLA-4 inh | -2 | 14
GLD-1 TGE inh | -1 | 2
AGP1-GFP MLPCN | 91 | 100

Next part
no.	smiles	BCLXL inh	CIT2 TOR yeast	MEX-5 binding	GRK2 inh	MCL1-BIM inh	Yeast superoxide	VLA-4 inh	GLD-1 TGE inh	AGP1-GFP MLPCN
9	CCCCC1OC2(C)OC(=N)C1(C#N)C(C#N)(C#N)C2c1ccccc1 (stereo not given)	21	100	/	3	11	97	7	23	103
10	Cn1c2ccccc2c2c(C(=O)N3CCN(C(=O)c4ccco4)CC3)cn(C3CCCCC3)c(=O)c21	3	97	-0.1	1	1	104	10	0	90
11	CC(C)(C)C(=O)Nc1ccc(S(=O)(=O)N2CCCC2)cc1	6	104	0.7	2	6	103	12	0	106
12	COc1cc(C2=NOC(C(=O)N3CCOCC3)C2)cc(OC)c1OC (stereo not given)	-5	98	/	1	-4	111	1	11	98
13	COCCOC(=O)c1c(NC(=O)CNC2CCCc3ccccc32)sc(C(N)=O)c1C (stereo not given)	-3	94	-4.4	0	-1	105	-4	-6	98
14	CC(C)(C)c1ccc(C(=O)NC(=S)NNC(=O)COc2ccccc2)cc1	10	94	-0.7	5	18	164	19	5	95
15	O=C(Nc1cccc2ncccc12)c1ccc(-c2ccc(Br)cc2)o1	4	96	0.5	0	1	108	-7	1	109
16	O=C(C1CC1)N1CCc2cc(S(=O)(=O)NCCC3=CCCCC3)ccc21	2	/	-0.9	11	2	101	5	4	94
17	O=C(c1ccco1)N1CCC(N2CCN(c3ccccc3)CC2)CC1	-1	94	0.6	3	-1	113	6	-2	101
18	CC1CCCCN1CCNC(=O)c1cc2c(=O)n(C)c3ccccc3c2n1C (stereo not given)	34*	106	-5.6	0	29	97	-2	-50	104
19	COC(=O)CC/C(O)=C1\C(=O)CC(C)(C)CC1=NCCc1nc2ccccc2[nH]1	5	104	1.9	2	8	108	4	2	95
20	CC1Cc2cc(C(=O)O)ccc2O1 (stereo not given)	4	98	1.2	3	0	103	15	0	102
21	Cc1c(Cl)cccc1NC(=O)c1ccccc1-c1ccccc1C(=O)O	2	99	3.0	10	9	107	-7	7	97
22	COc1ccc(OC)c(S(=O)(=O)CC(O)CS(=O)(=O)c2ccccc2)c1 (stereo not given)	-3	95	-0.4	0	-4	91	2	7	106
23	C#CCOC(=O)c1ccccc1C(=O)n1nnc2ccccc21	2	99	0.7	0	-2	103	9	-9	96
24	CC(C)OC(=O)CN1C(=O)C(C)(C)Oc2ccc(C(=O)NC(C)(C)C)cc21	1	95	-1.5	0	3	102	0	6	100
25	O=C(Nc1ccccc1)OCc1ccccn1	5	110	-0.7	2	1	101	2	5	105
26	COc1ccc(-n2[nH]c(C)cc2=O)cc1	1	88	-1.4	3	-3	97	-13	7	92
27	CCN(C(=O)C1CC1)C1CCS(=O)(=O)C1 (stereo not given)	-7	95	-2.0	1	-3	107	9	6	93
28	COc1cc(S(=O)(=O)n2ccnc2)ccc1Br	1	102	1.4	/	5	120	4	7	94
29	COc1ccc(NC(=O)CSc2nc3sc4c(c3c(=O)n2-c2ccc(OC)cc2)CCN(C)C4)cc1	3	103	-0.7	0	1	115	1	-2	106
30	O=C(Oc1ccc(=O)n(-c2ccccc2)n1)c1ccc(F)cc1	-11	95	1.8	0	-6	114	37	-5	82
31	Cc1cccc(/C=N/NC(=O)c2ccc(Br)cc2)c1	3	85	0.1	0	3	83	0	3	99
32	O=C(c1cc(-c2cccs2)nc2ccccc12)N1CCN(S(=O)(=O)c2ccccc2)CC1	0	93	0.3	0	1	117	13	5	98
33	O=C(N/N=C/c1ccc([N+](=O)[O-])cc1)c1ccc(NS(=O)(=O)c2cccs2)cc1	7	97	/	0	7	86	5	8	101
34	CCOC(=O)c1cc(-c2ccc3c(c2)OCCO3)nc2c1c(C)nn2CCC#N	8	108	0.3	0	5	101	12	9	101
35	O=C(NC1CCCCC1)c1cc([N+](=O)[O-])ccc1N1CCCCC1	0	96	0.9	3	1	98	-10	-2	105
36	O=C1CCCCC/C1=N/Nc1ccc(OCc2ccccc2)cc1	6	111	1.5	1	-3	84	6	5	103
37	NC(=O)CSc1ncnc2c1nnn2Cc1ccc(F)cc1	-6	103	-1.1	8	-6	94	9	-14	103
38	CCOC(=O)N1CCN(C(c2cccnc2)c2ccc3cccnc3c2O)CC1 (stereo not given)	24	106	-16	2	23	72	-3	0	103
39	CCCc1nc2oc3c(OCC)ncnc3c2c2c1COC(C)(C)C2	-3	91	1.7	4	-2	107	-2	4	91
40	CC(/C=N/NC(=O)c1nnn(-c2nonc2N)c1CN1CCCCC1)c1ccccc1 (stereo not given)	7	89	0.5	2	7	115	13	3	96
41	COCCn1c(SCC(=O)Nc2nnc(C)s2)nnc1-c1ccncc1	-4	98	3.0	6	1	97	-2	3	/
42	Cc1ccc2c(NC(=S)NC(=O)c3ccccc3)cccc2n1	4	91	0.7	0	6	120	6	1	95
43	CCN(c1ccc(NC(=O)c2ccc(N3CCCC3=O)cc2)cc1)C(C)C	-5	91	-0.6	3	0	98	-7	-1	94
44	O=Cc1ccc(OC(=O)c2cccnc2)cc1	1	100	-0.9	0	6	109	-3	1	95
45	O=C(COc1ccccc1Br)NCc1ccccn1	0	/	0.4	0	0	170	-2	6	109
46	CN1CCc2c(sc3c2c(=O)n(-c2cccc(Cl)c2)c2nncn32)C1	16	107	-6.7	1	6	89	2	-2	94
47	C=CCOc1c2ccc(C(=O)NC3CCCc4ccccc43)cc2nn1C (stereo not given)	5	110	-1.6	3	0	101	-2	-4	97
48	CC1Cc2ccccc2N1C(=O)COC(=O)Cn1nnc(-c2ccccc2)n1 (stereo not given)	2	94	1.0	1	4	107	26	-4	100
49	N#CCC(=O)NC1CCC(CC2CCC(NC(=O)CC#N)CC2)CC1 (stereo not given)	3	89	3.2	0	14	77	-12	5	90
50	Cc1cnc(NC(=O)C2CC=CCC2)s1 (stereo not given)	7	98	-1.7	0	3	89	-9	2	103
51	Cc1ccccc1NC(=O)C1CCN(S(=O)(=O)c2cccs2)CC1	-4	102	0.1	0	-10	95	11	4	102
52	O=C(CNC(=O)c1ccccc1Br)N/N=C/c1cc(Br)ccc1O	7	97	1.6	0	22	97	-1	1	106
53	Cc1ccc(-c2onc3ccc(C=O)cc23)cc1	14	86	0.1	45*	19	106	-5	15	88
54	COc1ccc(NC(=O)C2CCCN(c3nccc(C)n3)C2)cc1 (stereo not given)	4	101	0.4	1	2	90	1	-1	102
55	CCOc1ccc(NCCC(O)c2ccc(F)cc2)cc1 (stereo not given)	6	94	-1.1	1	4	86	7	-8	97
56	Nc1ncnc2c1ncn2CCOc1ccccc1	3	98	-0.6	1	5	112	5	8	102
57	COc1ccccc1-n1cc(CN2CCN(CC(C)C)C(CCO)C2)cn1 (stereo not given)	1	90	2.0	3	7	88	-6	-8	96
58	CC(/C=C\C=C\c1ccccc1)=N\NC(=O)c1cncc(Br)c1	2	103	0.7	0	11	82	3	-2	104
59	O=C(CSc1nc(C2CC2)n(-c2ccccc2)n1)NCc1ccco1	-2	99	/	1	-4	101	-12	-3	105
60	Cc1ccc(CN2CCN(Cc3cn(C)nc3C)CC2CCO)o1 (stereo not given)	5	103	-1.8	0	7	88	-8	0	103
61	N#C/C(=C(/O)c1ccc(Cl)cc1)c1nc2ccccc2[nH]1	-2	103	-0.1	0	-4	109	10	-2	104
62	O=C(CSc1nc(-c2ccco2)cc(C(F)(F)F)n1)NCC1CCCO1 (stereo not given)	0	97	-1.5	0	6	107	5	-1	105
63	O=C(CSc1nnnn1-c1ccc2c(c1)CCC2)NCc1cccs1	2	89	1.4	1	0	110	14	-4	94
64	COc1cc(C(=O)NCc2nnc(SCC(=O)N3CCCc4ccccc43)o2)cc(OC)c1OC	4	107	-1.5	0	2	94	27	12	105

Carrying on.
no.	smiles	BCLXL inh	CIT2 TOR yeast	MEX-5 binding	GRK2 inh	MCL1-BIM inh	Yeast superoxide	VLA-4 inh	GLD-1 TGE inh	AGP1-GFP MLPCN
65	Cc1cc(-c2ccccc2)nc2c(Br)c(C(=O)O)nn12	11	94	-11	12	17	97	-4	11	105
66	N#CC1=C(N)Oc2nc(-c3ccccc3)[nH]c2C1c1cccnc1 (stereo not given)	10	99	-7.8	2	6	99	-1	10	100
67	COCCNC(=O)C(c1cccs1)N(Cc1ccccc1)C(=O)Cn1nnc2ccccc21 (stereo not given)	-3	92	-2.3	1	-5	103	4	2	96
68	CCN(CC)CCc1nc(-c2ccccc2)no1	6	88	/	2	-1	87	27	-1	87
69	COCCNc1oc(/C=C/c2ccccc2)nc1C#N	7	104	-0.1	1	6	106	-3	0	106
70	O=C(Cc1ccc(Cl)cc1)Nc1cc(S(=O)(=O)N2CCOCC2)ccc1N1CCCC1	-7	103	2.1	1	-7	101	-7	4	107
71	CC(C)(C)OC(=O)NCCC(=O)N/N=C/c1ccc2ncccc2c1	7	93	3.8	1	5	106	8	3	105
72	COc1ccc(C2CC(C(F)(F)F)n3nc(CO)c(Cl)c3N2)cc1OC (stereo not given)	3	/	1.1	0	1	110	3	5	100
73	CCN(C(=O)CCC(=O)N(CC)c1ccccc1)c1ccccc1	6	107	-0.5	1	9	108	-3	3	101
74	C[C@H]1CN([C@@H](C)CO)C(=O)Cc2cc(NC(=O)CCN3CCOCC3)ccc2O[C@@H]1CN(C)Cc1ccc(Oc2ccccc2)cc1	/	93	/	0	/	99	24	2	93
75	Cc1ccc(C(=O)CN2CCC(NC(=O)C3CCCCC3)CC2)cc1	6	83	2.9	6	-1	89	3	-9	/
